Screens: PubChem BioAssay, Southern Research Specialized Biocontainment Screening Center
inhibitors of VEEV = inhibitors of VEEV TC-83 cytopathic effect, confirmation, Vero cells (AID 588727) | Vero cells, VEEV TC-83 cytopathic effect inhibition; higher % means a stronger effect | 350,000 compounds, 0.13% hits | inhibition, % at 20 µM, or IC50 in µM where a hit was titrated; in the data active = a potency from the dose series; inconclusive = inhibition mostly from about 14% at the one dose, without a potency; inactive = the rest, 99 in 100 with inhibition below about 12%; also: strong numbers were not always called active
* marks the source's active call; other numbers are inactive results; i = inactive; ? = inconclusive. Only part of the results is shown; rates above refer to the full screens.

SMILES	inhibitors of VEEV
C[C@H]1CN([C@@H](C)CO)C(=O)CCCn2cc(nn2)CO[C@@H]1CN(C)C(=O)Nc1cccc(Oc2ccccn2)c1	0.5%
O=C(NCCCN1CCOCC1)C(=O)NCC1OCCN1S(=O)(=O)c1ccc(Cl)cc1 (stereo not given)	i
Cc1ccc([C@H]2N[C@]3(CCCN(Cc4ccc(Br)cc4)C3=O)[C@H]3C(=O)N(Cc4ccccc4)C(=O)[C@@H]23)cc1	1.9%
COc1ccc(-c2ccc(CN3C(C(C)C)C(=O)N(Cc4cn(CC5CCCCC5)nn4)CCS3(=O)=O)cc2)cc1OC (stereo not given)	4.4%
Cc1ccc(CN(C)C[C@@H]2OCc3cnnn3CCCC(=O)N([C@@H](C)CO)C[C@H]2C)cc1	1.0%
CCCCn1nc(C(=O)NC2CCCCC2)c2ccccc2c1=O	i
O=C(O)Cn1ccc2cc(S(=O)(=O)N3CCCCC3)ccc21	0.9%
COc1ccc(NC(=O)N(C)C[C@H]2OCc3cnnn3CCCC(=O)N([C@@H](C)CO)C[C@H]2C)cc1	i
COc1cccc(NC(=O)N(C)C[C@H]2Oc3ncc(Br)cc3C(=O)N([C@H](C)CO)C[C@H]2C)c1	1.2%
COCC(C)n1c(SCC(=O)Nc2cccnc2Cl)nc2ccccc2c1=O (stereo not given)	1.4%
Nc1nc(N)c2cc(Sc3ccc(Cl)cc3)ccc2n1	2.1%
COc1ccc([C@H]2CN(Cc3ccccc3)C(=O)[C@@H]2CC(=O)Nc2ccccc2)cc1	2.3%
Cc1ccc(NS(=O)(=O)c2ccc(-n3cccn3)cc2)c(Cl)c1	0.1%
COC(=O)c1cccc(NC(=O)/C(=C\c2ccco2)NC(=O)c2ccco2)c1	6.4%
CC1CCN(c2ccc3c(c2)S(=O)(=O)c2cc(C(=O)O)ccc2C3=O)CC1	i
CCOC(=O)N(C)C[C@@H]1OCc2cn(nn2)CCCC(=O)N([C@@H](C)CO)C[C@H]1C	i
Cc1cccc(OCC(O)CN2CC2)c1 (stereo not given)	i
CC(C)CC1C(=O)N(Cc2cn(CCC3OCCCO3)nn2)CCS(=O)(=O)N1Cc1ccc(-c2ccncc2)cc1 (stereo not given)	8.1%
Cc1ccc(S(=O)(=O)N2C[C@H]3n4c(=O)ccc(=O)n4C[C@H](OC(=O)NCc4ccccc4)[C@@]3(O)C2)cc1	i
CC1(C)CC(=O)C=C(c2ccc(COC(=O)c3cccc(C(F)(F)F)c3)cc2)C1=O	1.4%
CCN1C(=O)[C@H]2[C@@H](c3ccc(OC)cc3)N[C@]3(CCCN(Cc4ccc(F)cc4)C3=O)[C@H]2C1=O	2.1%
Cc1c(NC(=O)CSc2nnc(-c3ccccc3F)o2)c(=O)n(-c2ccccc2)n1C	i
COc1ccc(NC(C)=O)cc1S(=O)(=O)NCc1ccc2c(c1)OCO2	i
C[C@H]1CN([C@@H](C)CO)C(=O)CCCn2cc(nn2)CO[C@@H]1CN(C)C(=O)Nc1ccc(N2CCN(C)CC2)cc1	0.2%
CC(C)CC1C(=O)N(Cc2cn(CCC3OCCO3)nn2)CCS(=O)(=O)N1Cc1ccc(-c2ccncc2)cc1 (stereo not given)	4.5%

Rewritten as labelled records: 2 of the compounds above.
> CC1CCN(c2ccc3c(c2)S(=O)(=O)c2cc(C(=O)O)ccc2C3=O)CC1
- inhibitors of VEEV: i

> CCN1C(=O)[C@H]2[C@@H](c3ccc(OC)cc3)N[C@]3(CCCN(Cc4ccc(F)cc4)C3=O)[C@H]2C1=O
- inhibitors of VEEV: 2.1%

Sorted by count of non-hydrogen atoms (low to high): some entries from above.
SMILES	inhibitors of VEEV
O=C(O)Cn1ccc2cc(S(=O)(=O)N3CCCCC3)ccc21	0.9%
Cc1ccc(NS(=O)(=O)c2ccc(-n3cccn3)cc2)c(Cl)c1	0.1%
CC1CCN(c2ccc3c(c2)S(=O)(=O)c2cc(C(=O)O)ccc2C3=O)CC1	i
COc1cccc(NC(=O)N(C)C[C@H]2Oc3ncc(Br)cc3C(=O)N([C@H](C)CO)C[C@H]2C)c1	1.2%
CCN1C(=O)[C@H]2[C@@H](c3ccc(OC)cc3)N[C@]3(CCCN(Cc4ccc(F)cc4)C3=O)[C@H]2C1=O	2.1%

Further compounds
SMILES	inhibitors of VEEV
C[C@@H]1CN([C@H](C)CO)C(=O)CCCn2nncc2CO[C@H]1CN(C)S(=O)(=O)c1ccccc1	2.2%
CCC(=O)N(Cc1cc2cc(OC)ccc2[nH]c1=O)c1ccccc1OC	2.5%
COc1cc2ccc(CC(N)=O)cc2cc1OC	1.4%
Cc1noc(C)c1NC(=O)N(C)C[C@@H]1OCc2cnnn2CCCC(=O)N([C@H](C)CO)C[C@@H]1C	i
CCc1nc(NCc2cccs2)c2nnn(Cc3ccccc3)c2n1	2.6%
C[C@@H]1CN([C@@H](C)CO)C(=O)CCCn2cc(nn2)CO[C@H]1CN(C)S(=O)(=O)c1ccc(Cl)cc1	i
Cc1ccc(S(=O)(=O)N2CCN(C(=O)c3ccc(-n4cncn4)c([N+](=O)[O-])c3)CC2)c(C)c1	0.3%
COc1ccc(/C=C(/NC(=O)c2ccco2)C(=O)NCc2ccco2)cc1	0.4%
C[C@@H]1CN([C@@H](C)CO)C(=O)CCCn2nncc2CO[C@@H]1CN(C)S(=O)(=O)c1ccc(Oc2ccccc2)nc1	0.3%
Cc1cccc(NC(=O)COC(=O)c2nn(-c3ccccc3C(F)(F)F)cc2O)c1C	5.7%
C[C@@H]1CCCCO[C@H](CN(C)Cc2ccc(Cl)c(Cl)c2)[C@@H](C)CN([C@H](C)CO)C(=O)c2cc(N(C)C)ccc2O1	1.6%
O=C(O)c1ccc(-n2ncc(Cl)c(Cl)c2=O)cc1	?
C=CCc1cccc2cc(C(=O)Nc3ccccc3C(=O)O)c(=O)oc12	1.2%
CS(=O)(=O)c1ccc(C2=C(CNC(=O)c3ccncc3)[C@H]3CC[C@@H](C2)N3Cc2ccccc2)cc1	0.4%
O=C1c2[nH]c3ccccc3c2CC1N1C(=O)c2ccccc2C1=O (stereo not given)	3.4%
COc1ccc(CN2C(=O)C(CC(=O)NCCCCc3ccccc3)CC(C(=O)N(C(C)C)C(C)C)=C2C)cc1 (stereo not given)	2.4%
COc1ccc(Cc2nc3ccc(C(=O)N4CCC(C(N)=O)CC4)cc3o2)cc1	i
CC(C)C1C(=O)N(Cc2cn(CCC3OCCO3)nn2)CCS(=O)(=O)N1Cc1ccc(-c2ccc(Cl)cc2)cc1 (stereo not given)	0.0%
Cc1cccc(NC(=O)c2nc[nH]c2C(=O)NC[C@@H](C)O)c1	0.0%
Cc1cccc(NC(=O)CSc2nc3ccccc3c(=O)n2C)c1C	i
O=c1cc(CO)[nH]nc1CO	0.3%
C[C@@H]1CN([C@@H](C)CO)C(=O)c2cc(NC(=O)C3CCCCC3)ccc2O[C@@H](C)CCCCO[C@H]1CN(C)S(=O)(=O)c1ccc(Cl)cc1	0.9%
Cc1cccc(C)c1NC(=O)CN(C)C(=O)c1ccc(OCc2ccccc2)cc1	6.6%
CCC(=O)N(C)C[C@H]1Oc2ncc(C#Cc3ccncc3)cc2C(=O)N([C@@H](C)CO)C[C@@H]1C	2.1%
O=C(c1ncn2c1c(=O)[nH]c1ccccc12)N1CCc2ccccc2C1	0.6%

Following part:
SMILES	inhibitors of VEEV
CC(C)(c1ccc(O)cc1)c1ccc(O)c(C(=O)O)c1	0.5%
C[C@@H]1CN([C@@H](C)CO)C(=O)c2cc(C#Cc3cccc(F)c3)cnc2O[C@H]1CN(C)C(=O)C1CCCCC1	0.5%
Cc1cccc(-c2ccc3[nH]c4c(c3c2)CCN2C[C@@H]([C@H](C)O)[C@@H](N(C)C(=O)NC3CCCCC3)C[C@@H]42)c1	7.6%
CCN(CC)C(=O)C1=C(C)N(Cc2ccccc2)C(=O)C(CC(=O)NCc2ccco2)C1 (stereo not given)	i
CC(C)S(=O)(=O)N1Cc2ccccc2-n2nncc2C1	0.1%
COc1cc(C(=O)N2CCN(c3cccc(Cl)c3)CC2)ccc1OCC(=O)N1CCOCC1	4.2%
CN(C1=NS(=O)(=O)c2ccccc21)c1ccc(OC(=O)c2ccccc2F)cc1	0.4%
Cc1ccc(NC(=O)c2nc[nH]c2C(=O)N(C)CCO)cc1	0.6%
COc1cc(-c2nnc(NC(=O)CS(=O)(=O)c3ccc(Cl)cc3)o2)cc(OC)c1OC	1.9%
O=C1NC(Cc2ccc(O)cc2)c2nc3ccc(Br)cc3c(=O)n2-c2ncccc21 (stereo not given)	4.7%
O=C1NC(Cc2ccccc2)c2nc3ccccc3c(=O)n2-c2ncccc21 (stereo not given)	0.1%
COc1cc(C(=O)N2CC(=O)Nc3ccccc32)cc(OC)c1OC	?
CNC(=O)c1ccc2cc(OC)c(OC)cc2c1	i
C[C@H](CO)N1C[C@H](C)[C@H](CN(C)S(=O)(=O)c2ccc(Cl)cc2)OCc2cnnn2CCCC1=O	0.3%
CC(=O)N1c2ccc(S(=O)(=O)NCCC(=O)Nc3ccc(Cl)cc3)cc2CC1C (stereo not given)	4.9%
CC(c1ccon1)N(C)C(=O)c1cccc(OC2CCN(S(C)(=O)=O)CC2)c1 (stereo not given)	0.3%
CCc1ccc([C@@H]2C[C@H]3[C@@H](CN2S(=O)(=O)c2ccc(C)cc2)C(=O)C[C@@H](c2ccc(Cl)cc2)N3S(=O)(=O)c2ccccc2C)cc1	69.3%
CC#CCOCC1CN(C)C(=O)O1 (stereo not given)	0.8%
CCN1CCN(C(=O)c2cc(COc3ccc(F)c(F)c3)on2)[C@@H](C)C1=O	i
CCCCCCN1C[C@@H](n2cc(COC(=O)c3ccccc3)nn2)[C@H](O)C[C@@H]1c1ccc(C)cc1	21.1%
Cc1cc(C)n2nc(C(=O)OCC(=O)NC3CCS(=O)(=O)C3)nc2n1 (stereo not given)	0.7%
COc1ccc(NC(=O)C[C@H]2C(=O)N(c3ccccc3)C[C@@H]2C)cc1	i
CC(=O)C1=C(O)C2(C)c3c(O)c(C)c(O)c(C(C)=O)c3OC2CC1=O (stereo not given)	1.8%
C[C@@H]1CN([C@@H](C)CO)S(=O)(=O)c2ccc(Br)cc2O[C@H]1CN(C)Cc1ccc(-c2ccccc2)cc1	2.4%
O=C(O)c1ccc(Cl)c(NC(=O)C2CCN(S(=O)(=O)c3ccc4c(c3)OCCO4)CC2)c1	2.6%

Overlap with the part before: five entries, followed by the next part.
SMILES	inhibitors of VEEV
Cc1cc(C)n2nc(C(=O)OCC(=O)NC3CCS(=O)(=O)C3)nc2n1 (stereo not given)	0.7%
COc1ccc(NC(=O)C[C@H]2C(=O)N(c3ccccc3)C[C@@H]2C)cc1	i
CC(=O)C1=C(O)C2(C)c3c(O)c(C)c(O)c(C(C)=O)c3OC2CC1=O (stereo not given)	1.8%
C[C@@H]1CN([C@@H](C)CO)S(=O)(=O)c2ccc(Br)cc2O[C@H]1CN(C)Cc1ccc(-c2ccccc2)cc1	2.4%
O=C(O)c1ccc(Cl)c(NC(=O)C2CCN(S(=O)(=O)c3ccc4c(c3)OCCO4)CC2)c1	2.6%
CC(C)(C)OC(=O)NCCCCCNC(=O)c1ncn2c1c(=O)[nH]c1ccccc12	9.6%
O=C(NCCc1ccc(F)cc1)C1CCC(=O)N(CC2CCCCC2)C1 (stereo not given)	i
Cc1ccc(OCCC(=O)NNC(=O)c2ccncc2)cc1	2.5%
Cc1ccc(S(=O)(=O)N2C[C@]3(O)C[C@@H]4C(=O)N(c5ccccc5)C(=O)[C@@H]4C[C@]3(OC(=O)Nc3c(C)noc3C)C2)cc1	0.4%
O=C(c1ccccc1)c1ccsc1C(=O)c1ccccc1	1.5%
CCN(CC)C(=O)C1=C(C)N(Cc2ccccc2)C(=O)C(CC(=O)NCC2CCCCC2)C1 (stereo not given)	i
O=C1c2cccc3c2C2(O)c4c1cccc4C(=O)c1cccc(c12)C3=O	7.0%
O=C(c1cccc(S(=O)(=O)N2CCOCC2)c1)N1CCN(c2ncccn2)CC1	3.5%
COc1ccc(CN2CCC[C@]3(N[C@H](c4ccc(C)cc4)[C@@H]4C(=O)N(Cc5ccccc5)C(=O)[C@@H]43)C2=O)cc1	i
CNC(=O)C[C@H]1C(=O)N(CCc2ccccc2)C[C@@H]1c1ccc(OC)cc1	0.0%
CC(C)NC1C2CCC(CC2)C1(O)c1ccc(Cl)c(Cl)c1 (stereo not given)	i
COc1ccc(CC(=O)NCc2ccccc2F)cc1S(=O)(=O)N1CCOCC1	2.6%
Cc1ccccc1S(=O)Cc1ccc(C(=O)N2CCN(C3CCCCC3)CC2)o1 (stereo not given)	i
Cc1ccc(-c2cc(C(=O)NCC3(N(C)C)CCCCC3)c3ccccc3n2)o1	1.1%
COc1ccc(C(C)=O)cc1OCc1ccccc1	1.5%
COc1ccc(NC(=O)CSc2nnc3n2CCCCC3)cc1S(=O)(=O)N(C)C	0.1%
O=C(c1cc(COc2cccc(C(F)(F)F)c2)on1)N1CCCC1	i
O=C(COC(=O)CNC(=O)c1ccccc1)NC12CC3CC(CC(C3)C1)C2	1.6%
Cc1cc(C)cc(NC(=O)COC(=O)C2CC3C=CC2C3)c1 (stereo not given)	0.7%
CCOc1cc2[nH]c(=S)n(CCC(=O)NC3CCCCC3)c(=O)c2cc1OCC	i
C[C@@H]1CN([C@@H](C)CO)C(=O)CCCn2nncc2CO[C@H]1CN(C)C(=O)Nc1cccc(Oc2ccccn2)c1	i
COc1ccccc1C#CC1=CC(=O)C[C@H](c2ccc(F)cc2)C1	8.2%
O=C1C(=O)N(Cc2ccccc2)C(=O)N1CCOc1ccccc1	1.2%
COc1ccccc1C(=O)NC(=O)COC(=O)c1cnccn1	0.3%
O=S1(=O)C[C@@H](N2CCC(Cc3ccccc3)CC2)[C@H](COCc2ccccc2)N1	i
Cc1cc(OCC(=O)OCC(=O)N2CCCc3ccccc32)ccc1Cl	i
